Source: PubChem (National Center for Advancing Translational Sciences (NCATS))
KCNH2 WT inh = KCNH2 (human, wildtype) channel inhibition; Q12809; U2OS, BacMam KCNH2, thallium flux FluxOr; active compounds read low; activity change, % at 1.84 µM; 340,000 tested, 0.37% active; AID 720551;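 active = maximum activity change below -70%; inconclusive = maximum activity change between -70% and -50%; inactive = maximum activity change above -50%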; note: % is set by controls: 0 for no effect and ±100 for the full control effect
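U2OS cells transduced with wild-type KCNH2 virus are loaded with FluxOr dye for 45 min, and thallium flux is measured in kinetic reads before and after stimulation buffer. Rate constants are normalized to DMSO controls.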
Giardia killer = Giardia lamblia killing | Giardia lamblia trophozoite viability | activity change, % at 7.66 µM, hits read low | 340,000 tested, 0.15% active; in the data active = activity change below about -80%; inconclusive = between about -30% and that limit;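 note: parasites exposed to compound for two days anaerobically before the ATP read; % is set by controls: 0 for no effect and ±100 for the full control effect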
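Luminescent ATP signal served as the viability read-out, measured 15-30 min after adding ATP detection reagent to trophozoites that had been incubated with compounds for 48 hrs at 37 deg C anaerobically at 100 cells/well.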
PKM2 act = increases activity of human pyruvate kinase M2. purified PKM2, Kinase-Glo ATP luminescence, activation; response scale: 0% is enzyme alone, no compound. Potency, µM (highest dose often 57.5 µM), for inactives: at the highest dose activation, usual class: activators. 260,000 tested, 0.34% active; note: potency is the fitted concentration of half-maximal effect; % is set by controls: 0 for no effect and ±100 for the full control effect; nearly all actives have a fitted effect of over 55% in size
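ATP formation by purified human PK-M2, quantified via coupled luciferase luminescence after 1 h at room temperature with 0.1 mM ADP and 0.5 mM PEP final.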
MLL CXXC-DNA inh = blocks binding of human MLL CXXC domain to DNA. Q03164. MLL-CXXC / FITC-HOXA9 DNA fluorescence polarization. Potency, µM (titrated, usually from 115 µM), for inactives: at the top dose activity change, negative = inhibition, most hits filed as inhibitors. 290,000 tested, 0.037% active; active = well fitted inhibition curve with a large enough effect in the polarisation, with a control signal flat, not every such curve was filed as active; inconclusive = small, poorly fitted or top-dose-only effect, or effect the other way, or a change in a side signal; inactive = no such curve, though single readings can be large or run the other way; the % refers to the polarisation; note: potency is the fitted concentration of half-maximal effect
Target sequence (Q03164 whole entry, looked up, the tested form may be a part): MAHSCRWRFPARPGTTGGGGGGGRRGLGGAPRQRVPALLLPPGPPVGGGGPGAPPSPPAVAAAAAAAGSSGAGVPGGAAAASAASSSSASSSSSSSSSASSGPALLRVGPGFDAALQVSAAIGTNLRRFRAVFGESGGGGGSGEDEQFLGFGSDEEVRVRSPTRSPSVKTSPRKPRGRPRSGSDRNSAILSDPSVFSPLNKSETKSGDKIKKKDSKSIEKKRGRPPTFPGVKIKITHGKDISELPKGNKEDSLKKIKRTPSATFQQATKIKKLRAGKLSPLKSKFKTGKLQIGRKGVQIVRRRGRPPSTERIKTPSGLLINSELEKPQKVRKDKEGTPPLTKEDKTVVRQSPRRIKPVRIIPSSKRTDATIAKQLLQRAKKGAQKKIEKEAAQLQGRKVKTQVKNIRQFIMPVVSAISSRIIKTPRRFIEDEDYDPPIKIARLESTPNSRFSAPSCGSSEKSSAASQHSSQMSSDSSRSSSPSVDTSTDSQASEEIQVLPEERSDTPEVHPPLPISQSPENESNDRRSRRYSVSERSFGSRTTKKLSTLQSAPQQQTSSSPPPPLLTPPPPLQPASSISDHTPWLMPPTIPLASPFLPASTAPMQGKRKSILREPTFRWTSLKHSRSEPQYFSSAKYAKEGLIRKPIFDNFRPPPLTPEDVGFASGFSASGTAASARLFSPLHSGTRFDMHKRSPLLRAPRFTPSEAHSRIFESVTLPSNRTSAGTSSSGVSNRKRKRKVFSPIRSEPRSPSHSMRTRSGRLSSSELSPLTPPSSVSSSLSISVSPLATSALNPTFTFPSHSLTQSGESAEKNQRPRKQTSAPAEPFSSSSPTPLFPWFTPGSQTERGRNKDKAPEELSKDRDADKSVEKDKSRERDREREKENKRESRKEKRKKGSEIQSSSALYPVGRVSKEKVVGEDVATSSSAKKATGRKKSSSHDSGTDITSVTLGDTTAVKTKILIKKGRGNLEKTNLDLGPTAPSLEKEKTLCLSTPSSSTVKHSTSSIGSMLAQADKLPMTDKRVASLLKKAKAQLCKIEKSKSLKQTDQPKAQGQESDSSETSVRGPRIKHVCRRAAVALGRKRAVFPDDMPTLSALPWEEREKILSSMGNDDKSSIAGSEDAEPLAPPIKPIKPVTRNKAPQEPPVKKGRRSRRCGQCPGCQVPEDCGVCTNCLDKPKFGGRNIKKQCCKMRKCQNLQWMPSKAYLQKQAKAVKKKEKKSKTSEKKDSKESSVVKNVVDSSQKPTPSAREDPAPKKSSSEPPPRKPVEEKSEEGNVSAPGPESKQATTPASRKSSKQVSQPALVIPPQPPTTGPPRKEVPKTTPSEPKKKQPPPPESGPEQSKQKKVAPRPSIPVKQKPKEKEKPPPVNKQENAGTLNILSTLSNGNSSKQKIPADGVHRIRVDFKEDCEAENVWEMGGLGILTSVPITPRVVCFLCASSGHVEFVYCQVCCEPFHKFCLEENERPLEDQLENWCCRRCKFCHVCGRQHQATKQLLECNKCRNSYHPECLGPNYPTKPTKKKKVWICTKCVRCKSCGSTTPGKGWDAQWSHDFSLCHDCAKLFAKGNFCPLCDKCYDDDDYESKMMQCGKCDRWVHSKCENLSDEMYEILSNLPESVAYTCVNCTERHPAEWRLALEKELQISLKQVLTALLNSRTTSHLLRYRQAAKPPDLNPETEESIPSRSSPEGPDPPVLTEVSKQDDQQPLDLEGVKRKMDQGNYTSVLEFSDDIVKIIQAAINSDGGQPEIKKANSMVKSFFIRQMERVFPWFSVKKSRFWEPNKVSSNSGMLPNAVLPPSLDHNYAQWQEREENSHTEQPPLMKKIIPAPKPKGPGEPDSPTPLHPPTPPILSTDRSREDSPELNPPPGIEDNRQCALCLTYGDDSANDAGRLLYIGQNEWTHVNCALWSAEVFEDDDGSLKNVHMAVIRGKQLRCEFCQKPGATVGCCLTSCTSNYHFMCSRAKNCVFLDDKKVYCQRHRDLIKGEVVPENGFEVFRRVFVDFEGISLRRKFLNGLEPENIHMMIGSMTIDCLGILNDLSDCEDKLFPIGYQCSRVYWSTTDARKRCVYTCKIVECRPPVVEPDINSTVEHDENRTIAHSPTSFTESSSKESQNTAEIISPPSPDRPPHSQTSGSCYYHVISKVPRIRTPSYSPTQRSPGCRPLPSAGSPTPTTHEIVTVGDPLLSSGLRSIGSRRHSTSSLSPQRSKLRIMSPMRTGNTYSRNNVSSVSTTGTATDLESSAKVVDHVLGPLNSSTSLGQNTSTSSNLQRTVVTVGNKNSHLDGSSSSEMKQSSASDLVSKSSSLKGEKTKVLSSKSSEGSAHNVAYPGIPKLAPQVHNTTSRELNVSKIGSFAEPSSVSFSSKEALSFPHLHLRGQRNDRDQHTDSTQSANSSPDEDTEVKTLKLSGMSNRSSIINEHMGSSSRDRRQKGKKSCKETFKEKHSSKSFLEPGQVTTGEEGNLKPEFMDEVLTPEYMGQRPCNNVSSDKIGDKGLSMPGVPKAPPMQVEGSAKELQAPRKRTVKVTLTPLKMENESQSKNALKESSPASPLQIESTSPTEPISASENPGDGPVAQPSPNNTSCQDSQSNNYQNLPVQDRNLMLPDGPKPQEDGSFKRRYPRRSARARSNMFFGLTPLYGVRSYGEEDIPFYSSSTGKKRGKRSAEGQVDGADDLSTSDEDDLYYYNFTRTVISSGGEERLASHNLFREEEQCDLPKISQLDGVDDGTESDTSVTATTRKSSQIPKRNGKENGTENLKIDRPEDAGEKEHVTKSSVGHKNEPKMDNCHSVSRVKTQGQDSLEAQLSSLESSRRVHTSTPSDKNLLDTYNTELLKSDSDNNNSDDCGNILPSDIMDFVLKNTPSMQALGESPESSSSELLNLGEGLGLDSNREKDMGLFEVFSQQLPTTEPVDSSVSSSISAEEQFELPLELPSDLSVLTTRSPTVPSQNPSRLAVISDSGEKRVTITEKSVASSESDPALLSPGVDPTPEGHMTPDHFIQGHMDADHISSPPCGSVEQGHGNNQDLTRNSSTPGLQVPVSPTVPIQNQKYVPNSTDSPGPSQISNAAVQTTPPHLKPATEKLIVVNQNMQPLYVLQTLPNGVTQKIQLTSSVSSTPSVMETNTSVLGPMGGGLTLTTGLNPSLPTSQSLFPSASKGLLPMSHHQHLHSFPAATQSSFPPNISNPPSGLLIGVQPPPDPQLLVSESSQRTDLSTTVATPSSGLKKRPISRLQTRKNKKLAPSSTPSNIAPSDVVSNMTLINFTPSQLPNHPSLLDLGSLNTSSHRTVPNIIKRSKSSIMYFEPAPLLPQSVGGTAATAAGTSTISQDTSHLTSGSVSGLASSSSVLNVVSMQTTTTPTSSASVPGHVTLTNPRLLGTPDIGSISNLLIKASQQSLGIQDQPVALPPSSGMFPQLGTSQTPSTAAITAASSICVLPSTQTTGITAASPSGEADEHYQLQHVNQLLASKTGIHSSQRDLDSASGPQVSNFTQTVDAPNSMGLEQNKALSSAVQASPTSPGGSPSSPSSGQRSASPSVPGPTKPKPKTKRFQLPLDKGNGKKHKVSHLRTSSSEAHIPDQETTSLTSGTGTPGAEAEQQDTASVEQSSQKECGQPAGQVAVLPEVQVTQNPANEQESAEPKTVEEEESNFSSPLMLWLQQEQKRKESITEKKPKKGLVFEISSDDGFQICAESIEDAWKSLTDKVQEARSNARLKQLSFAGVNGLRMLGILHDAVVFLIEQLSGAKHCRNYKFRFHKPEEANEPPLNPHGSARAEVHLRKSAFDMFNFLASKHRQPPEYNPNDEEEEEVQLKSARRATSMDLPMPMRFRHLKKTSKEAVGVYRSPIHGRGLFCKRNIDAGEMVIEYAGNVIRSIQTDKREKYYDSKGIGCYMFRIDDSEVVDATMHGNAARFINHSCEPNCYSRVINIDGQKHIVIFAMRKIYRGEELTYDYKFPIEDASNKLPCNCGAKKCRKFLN
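Steps: dispense CXXC domain solution (7 uM) → pin compounds or unlabeled HOX-A9 DNA control → 5 min ambient → add FLSN-HOX-A9 solution (50 nM) → spin → 30 min ambient → fluorescence polarization. Tris pH 7.5/NaCl/DTT/BSA buffer.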
Coupling enz = inhibits coupling enzyme system, counter-screen for aldolase hits; activity change, negative = inhibition, % at 58.2 µM, hits read low; 290,000 tested, 0.67% active; AID 2472; coupling enzyme system counterscreen, AmpLite Red fluorescence; in the data active = activity change below about -30%; note: % is set by controls: 0 for no effect and ±100 for the full control effect
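Activity here indicates interference with the coupling reaction, not aldolase inhibition. Compounds at 57.5 uM final met coupling enzymes for 10 min at RT; substrate and AmpLite Red detection followed, with a 525/598 nm fluorescence read after 20 min.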
KCNH2 3.1 block = blocks the human KCNH2 3.1 channel isoform. U2OS KCNH2 3.1, thallium flux FluxOr; active compounds read low. activity change, % (tested at about 1.8 µM). 340,000 tested, 0.95% active. AID 720553;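 active = maximum activity change below -70%; inconclusive = maximum activity change from -70% to -50%; inactive = maximum activity change above -50%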;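 note: thallium influx rate constant from kinetic fluorescence after stimulation buffer; % is set by controls: 0 for no effect and ±100 for the full control effect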
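U2OS cells transduced with KCNH2 3.1 mutant virus (1.77 x 10^8 /mL, 4 h), plated overnight at 37 C, loaded 45 min with FluxOr dye plus Red40 quencher. Thallium flux rate constant from kinetic reads after stimulation buffer, normalised to controls.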
USP2a inh = inhibitors of human ubiquitin-specific protease USP2a | O75604 | USP2 core, Ub-CHOP2 coupled fluorogenic reporter, 485/531 | Potency, µM (titrated, usually from 38.3 µM), inactives show top-dose activity change, negative = inhibition, hits mostly inhibitors | 330,000 tested, 0.01% active | AID 463254;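 note: potency is the fitted concentration of half-maximal effect; plate controls were DMSO wells for no effect and full inhibition by NEM control for full effect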
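Deubiquitinase activity read as fluorescence (485/531 nm) after Ub-CHOP2 cleavage activates the enterokinase reporter on its substrate; USP2 core 10nM, Ub-CHOP2 and substrate 25nM each, 30min compound preincubation then 60min RT; data normalized to NEM, curves fitted.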
Menin-MLL TR inh = inhibitors of human menin-MLL interaction, mutant MLL peptide; O00255; Menin + Texas Red MLL mutant peptide, fluorescence polarization; Potency, µM (titrated, usually from 61.6 µM), inactives show at the top dose FP activity change, negative = inhibition, usual class: inhibitors; 270,000 tested, 0.23% active; AID 1768; active = well fitted inhibition curve with a large enough effect in the polarisation, with a control signal flat, not every such curve was filed as active; inconclusive = small, poorly fitted or top-dose-only effect, or effect the other way, or a change in a side signal; inactive = no such curve, though single readings can be large or run the other way; the % refers to the polarisation; note: potency is the fitted concentration of half-maximal effect; % of control where 0% means no effect; many of its hits are not listed in these tables
TRPV1 ag = human TRPV1 agonism. activation, % at 8.33 µM. 320,000 tested, 0.19% active. TRPV1-expressing cells, Fluo-8 calcium influx, agonist mode; in the data active = activation above about 80%; inconclusive = between about 30% and that limit; note: 0% is about no effect
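TRPV1-expressing cells were cultured overnight at 35.5C and loaded with Fluo-8 calcium dye for 40 to 90 min at room temperature. After a 10 s baseline, compound was added and calcium influx was read kinetically for 3 min (ex 480/em 520 nm).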
B2AR arrestin = beta2AR (human) beta-arrestin recruitment activity. beta-arrestin recruitment to beta2AR, cell-based reporter. Potency, µM (highest dose often 46.1 µM), inactives show at the highest dose activation, hits mostly activators. AID 492947. 330,000 tested, 0.02% active;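 note: potency is the fitted concentration of half-maximal effect; 0% = DMSO controls and full agonism = EC100 isoproterenol or metaproterenol; nearly all actives have a fitted effect of over 65% in size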
GALK inhibitor = blocks human galactokinase activity; P51570; Purified GALK, Kinase-Glo residual ATP luminescence; Potency, µM (highest dose often 57.5 µM), inactives show top-dose activity change, negative = inhibition, usual class: inhibitors; 270,000 tested, 0.007% active; note: potency is the fitted concentration of half-maximal effect; % is set by controls: 0 for no effect and ±100 for the full control effect
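ATP-depletion format; final 35 uM ATP, 100 uM D-galactose, 5 nM enzyme; pH 8.0 HEPES/Mg2+ buffer; 60 min RT; luminescence read 10 min after detection reagent.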
Active calls of the source: *; ? = inconclusive; nt = not tested or not shown; & = joins results of further samples; [ ] = dose if it differs, or a comment. Unless noted, calls come from the whole dose curve; as a rule, active = well fitted curve in the direction sought with a large enough effect; inconclusive = small, poorly fitted or top-dose-only effect, or another doubt; inactive = no such curve, though single readings can be large; an effect the other way counts as inactive or inconclusive. An excerpt, so the mix of outcomes need not match the whole.

A first look, 5 compounds:
SMILES | KCNH2 WT inh | Giardia killer | PKM2 act | MLL CXXC-DNA inh | Coupling enz | KCNH2 3.1 block | USP2a inh | Menin-MLL TR inh | TRPV1 ag | B2AR arrestin | GALK inhibitor
Cc1ccc2cc3cc(C(=O)NCc4ccco4)oc3nc2c1 | -9 | -21 | -7% | -9% | 1 | -12 | 1% | nt | nt | -0.5% | -4%
CSc1ncccc1C(=O)N1CCCC(N2CCN(c3ccccc3F)CC2)C1 (stereo not given) | -12 | -25 | -2% | 2% | nt | -24 | 2% | nt | 3 | -0.4% | -4%
Cn1c(=O)cc(SCC(=O)NCCCN2CCOCC2)c2ccccc21 | 0 | -23 | -2% | -7% | -3 | 0 | -2% | 10% | 0 | -0.1% | 1%
O=C(Nc1ccc(N2CCOCC2)cc1)c1ccc(Br)o1 | 3 | ? | nt | 11% | -2 | 11 | 3% | nt | 13 | 0.4% | 1%
CCN(CC)c1ccc(NC(=O)c2c(C)noc2C)cc1 | -1 | -16 | 3% | -10% | nt | 0 | 2% | nt | 3 | -0.2% | 3%

All compounds of this part, repeating the preview:
SMILES | KCNH2 WT inh | Giardia killer | PKM2 act | MLL CXXC-DNA inh | Coupling enz | KCNH2 3.1 block | USP2a inh | Menin-MLL TR inh | TRPV1 ag | B2AR arrestin | GALK inhibitor
Cc1ccc2cc3cc(C(=O)NCc4ccco4)oc3nc2c1 | -9 | -21 | -7% | -9% | 1 | -12 | 1% | nt | nt | -0.5% | -4%
CSc1ncccc1C(=O)N1CCCC(N2CCN(c3ccccc3F)CC2)C1 (stereo not given) | -12 | -25 | -2% | 2% | nt | -24 | 2% | nt | 3 | -0.4% | -4%
Cn1c(=O)cc(SCC(=O)NCCCN2CCOCC2)c2ccccc21 | 0 | -23 | -2% | -7% | -3 | 0 | -2% | 10% | 0 | -0.1% | 1%
O=C(Nc1ccc(N2CCOCC2)cc1)c1ccc(Br)o1 | 3 | ? | nt | 11% | -2 | 11 | 3% | nt | 13 | 0.4% | 1%
CCN(CC)c1ccc(NC(=O)c2c(C)noc2C)cc1 | -1 | -16 | 3% | -10% | nt | 0 | 2% | nt | 3 | -0.2% | 3%
Cc1ccc(-c2cnc3n2CCCCC3)cc1 | 7 | -21 | -2% | -12% | 2 | 14 | -1% | -7% | 16 | -0.1% | -8%
CSc1ncccc1C(=O)OCC(=O)Nc1ccc(N2CCOCC2)cc1 | -1 | 1 | nt | nt | nt | -2 | 2% | nt | nt | -0.6% | nt
COc1ccc(N2CC(O)=C(c3nc4ccccc4s3)C2=N)c(OC)c1 | 0 | 2 | 3% | -4% | -19 | 2 | 1% | 16% | 0 | 0.0% | -5%
COc1ccccc1CCC(=O)OCC(=O)Nc1ccc(C(N)=O)cc1 | 7 | -7 | 0% | 6% | -2 | -4 | 0% | -14% | -2 | -0.5% | -1%
CCn1c2ccccc2n2c(=O)c(=O)n(CC(=O)N3CCN(c4ccccc4OC)CC3)nc12 | nt | nt | -6% | 18% | 3 | nt | 1% | 13% | 2 | 0.2% | 11%
CCOC(=O)c1ccccc1NC(=O)c1cncc(Br)c1 | 0 | 7 | 6% | 7% | 3 | 3 | 4% | -1% | 6 | -0.1% | 1%
CCCCn1c(N)c(N(CCOC)C(=O)c2ccc(Br)s2)c(=O)[nH]c1=O | 0 | 0 | nt | nt | nt | 13 | 1% | nt | 0 | 0.0% | nt
CCOc1ccc(C(=O)NC(=S)N2CCN(c3ccc(C(F)(F)F)cc3[N+](=O)[O-])CC2)cc1 | ? | 7 | -5% | -1% | 0 | -70* | 2% | -3% | 4 | -1.0% | 0%
CCOc1ccccc1OCCOc1ccccc1OC(C)C | 13 | 21 | 1% | -4% | -1 | -7 | 4% | -7% | 12 | 0.2% | 1%
CC(=O)/C(=C/N(C)C)C(=O)Nc1ccc(Cl)cc1Cl | 6 | 0 | 21% | 23% | 3 | 21 | 1% | 0% | -2 | 0.5% | -1%
CN(C)S(=O)(=O)c1cc(NC(=O)COC(=O)C2COc3ccccc3O2)ccc1Cl (stereo not given) | -4 | -2 | 1% | 2% | 0 | 5 | 0% | 23% | 1 | -0.1% | 13%
Cc1nc(C(C)NC(=O)c2ccc(OC3CCN(Cc4ccccn4)CC3)cc2)c(C)s1 (stereo not given) | 3 | 37[activator] | nt | 3% | nt | 2 | 4% | nt | 0 | 0.1% | -5%
COc1ccc2nc(SCc3cnc(C)nc3N)[nH]c2c1 | 4 | -7 | 4% | 2% | 0 | -9 | 2% | 5% | 2 | 0.5% | 0%
O=C(CN1C(=O)C2C3C=CC(C3)C2C1=O)Nc1nc(-c2ccccn2)cs1 (stereo not given) | -1 | -2 | 0% | -29% | -5 | -24 | -2% | -4% | -3 | 0.4% | 0%
CC(C)NS(=O)(=O)c1ccc(OCC(=O)N2CCc3ccccc3C2)cc1 | -1 | 6 | 0% | 7% | -2 | -2 | 1% | 1% | 1 | 0.1% | -6%
Cc1ccc(Cn2cc(/C=C/C(=O)O)c(-c3ccccc3)n2)cc1 | 5 | -4 | 1% | -5% | 4 | 2 | -7% | 28% | -1 | -0.4% | -3%
Cc1ccc(NC(=S)N2CCCCC2CO)cc1C (stereo not given) | -10 | 2 | -4% | -14% | 0 | 2 | -1% | -1% | 8 | 0.1% | 2%
Cc1ccc(NC(=S)NCc2ccccc2)cc1[N+](=O)[O-] | -11 | 12 | 1% | 7% | 0 | -10 | -1% | ? | 11 | 0.2% | 0%
CCN(CC)S(=O)(=O)c1ccc(-c2csc(C)n2)cc1 | nt | -2 | -1% | 1% | 5 | -6 | 3% | -2% | 3 | -0.7% | 2%
O=C1c2ccccc2C(=O)N1OCc1cccc(Cl)c1 | -11 | 21 | 0% | 10% | -1 | 7 | 1% | -1% | ? | 0.4% | 2%
O=C(Nc1nc2ccc(SC(F)F)cc2s1)c1ccc(NS(=O)(=O)c2ccc(F)c(F)c2)cc1 | -4 | -8 | -2% | -2% | -1 | -17 | -5% | ? | 24 | 0.0% | -3%
CCc1nnc(NC(=O)C2=CCN(S(=O)(=O)c3ccc(F)cc3)CC2)s1 | 3 | 3 | -2% | -8% | 7 | -1 | 0% | nt | -1 | -0.4% | -2%
COc1cc(C(CC(=O)Nc2ccccn2)N2Cc3ccccc3C2=O)cc(OC)c1OC (stereo not given) | -19 | 3 | nt | -4% | 1 | 4 | 2% | ? | -3 | -0.4% | -2%
CCC(C)NC(=O)C1c2ccccc2C(=O)N1Cc1ccc(F)cc1 (stereo not given) | 5 | -5 | nt | 4% | 1 | -3 | -1% | -8% | -2 | -0.5% | 3%
CCOC(=O)CN1CC23C=CC(O2)C(C(=O)NCc2ccccc2OC)C3C1=O (stereo not given) | -1 | 14 | 4% | -6% | 0 | 5 | 0% | 3% | -5 | 0.5% | 2%
CC(O)Cc1nsc(NC(=O)c2cccs2)n1 (stereo not given) | 0 | 20 | -2% | -7% | 0 | 0 | -3% | -1% | 5 | 0.0% | 0%
O=C(NC1CC1)c1cc2ccccc2o1 | 0 | -12 | 0% | -2% | 0 | 3 | 2% | -2% | -2 | 0.7% | -4%
Nc1ccc(NC(=O)c2ccc(C(=O)Nc3ccc(N)cc3)cc2)cc1 | -4 | 13 | -40% | 5% | -2 | -11 | 1% | ? | 2 | -0.4% | 0%
CCc1cc(C(=O)N2CCN(C(=O)c3ccco3)CC2)sc1C | -2 | 8 | nt | nt | nt | -1 | 0% | nt | -4 | 0.3% | nt
CCOc1ccc(C(=O)NCC(=O)NNC(=O)c2cc(C)oc2C)cc1OCC | 12 | -21 | nt | nt | nt | 16 | -1% | nt | nt | -0.6% | nt
Cc1cccc(CC(=O)NCCS(=O)(=O)N2CCN(c3cccc(Cl)c3)CC2)c1 | -5 | -19 | nt | nt | nt | -12 | -1% | nt | 7 | -0.4% | nt
O=C(Nc1cnn(Cc2c(Cl)cccc2Cl)c1)c1ccc([N+](=O)[O-])cc1 | 2 | -2 | -9% | 2% | -3 | -25 | -6% | ? | -6 | 0.1% | 3%
Nc1ncnc2c1ncn2[C@@H]1O[C@H](CO)C[C@@H]1O | nt | nt | -1%&-2% | 5% | 3&-1 | nt | 3% | 3%&12% | -1 | -0.8% | 0%
CN1CCN(C(=S)NC(=O)c2cccc(S(=O)(=O)N(C)C)c2)CC1 | -4 | -20 | 0% | -1% | 0 | 2 | 2% | 3% | 2 | 0.2% | -6%
